CASP6 VEID inh: blocks human caspase-6 cleavage activity; purified caspase-6, Z-VEID-R110 cleavage fluorescence; P55212; 350,000 tested, 0.53% active; inhibition, % at 12.5 µM;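 active means mean inhibition across replicates at least about 35%, with every replicate also reaching that limit, limit read from the data; inconclusive means only one of the two criteria met; inactive means neither criterion met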;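 further: 0% = median of neutral control wells and 100% = no fluorescence left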
Target sequence (P55212 24-179 limits assumed): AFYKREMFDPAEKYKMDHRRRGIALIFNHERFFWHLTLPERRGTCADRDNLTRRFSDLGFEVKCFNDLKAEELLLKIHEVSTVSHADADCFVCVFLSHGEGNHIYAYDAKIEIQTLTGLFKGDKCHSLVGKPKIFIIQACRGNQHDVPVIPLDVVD
Target sequence (P55212 194-293 limits assumed): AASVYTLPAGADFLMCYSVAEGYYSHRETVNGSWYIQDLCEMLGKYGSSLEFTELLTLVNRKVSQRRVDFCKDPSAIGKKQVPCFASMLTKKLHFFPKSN
PGC1a acetyl inh: modulators of PGC1a acetylation. U2OS PGC1a acetylation, AlphaScreen anti-acetyl-lysine; with virally co-expressed GCN5 acetyltransferase. inhibition, % at 15.6 µM. 350,000 tested, 0.17% active. AID 651687;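 active means every replicate shows inhibition of at least 40%; inconclusive means mean inhibition at least 40% but some replicate below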;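 further: 0% = neutral control wells and 100% = positive control wells; some results beyond the cut were filed as inactive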
EWS-Fli block: blocks EWS/Fli oncoprotein-driven transcription; A673 NR0B1-luciferase reporter, viability-normalised; inhibition, % at 12.6 µM; 350,000 tested, 0.67% active; AID 651661;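 active means mean inhibition of at least 50% after viability correction, with every replicate also passing that limit; inconclusive means mean reaches 50% but only one of two replicates passes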;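 further: firefly luciferase signal divided by Alamar Blue viability fluorescence both relative to DMSO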
miR-122 sensor: inhibitors of miR-122 in Huh7 cells; Huh7 miR-122 Renilla luciferase sensor, 48 h; neutral wells = 0, positive control = 100; activation (reporter increase), % at 12.5 µM; 340,000 tested, 0.3% active;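 active means mean replicate activation score at least 90 and every replicate individually at or above 90; inconclusive means only one of the two criteria met; inactive means neither criterion met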;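 further: higher luciferase means less miR-122 activity so hits act as miR-122 inhibitors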
PAX8 inh HTS: inhibitors of PAX8 transcriptional activity in RMG-I cells | RMG-I TPO-luciferase reporter, SteadyGlo, 24 h | inhibition, % at 12.6 µM | 360,000 tested, 1.2% active | AID 652154;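 active means mean replicate inhibition at least 60% with every replicate also reaching 60%; inconclusive means only one of the two criteria is met; inactive means mean below 60% and not all replicates reaching 60%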;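 further: luciferase light reporting Pax8 driven TPO promoter activity; plate controls were median of neutral control wells for no effect and mitoxantrone controls for full effect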
FN deposit inh: fibronectin deposition inhibition; AH1F fibroblasts, Alexa488-fibronectin deposition fluorescence, overnight; AID 743247; inhibition, % at 12.6 µM; 350,000 tested, 0.086% active;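 active means mean inhibition across replicates of 30% or more, regardless of how many single replicates reach that level; inconclusive means mean under 30% yet at least half of replicates reach 30%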;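 further: positive control wells lacked labelled fibronectin entirely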
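Material – AH1F fibroblast monolayer, labelled fibronectin deposition · Reagent – labelled fibronectin 24 nM · Timing – 1 h adhesion, overnight exposure · Measured by – fluorescence at 485 nm excitation, 525 nm emission · Read-out – inhibition of fibronectin deposition signal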
Cneo AK release: causes C. neoformans cell lysis; 360,000 tested, 0.2% active; lysis activity, % at 15 µM; AID 651654; adenylate kinase release luminescence, 4 h; normalised: neutral wells 0, clomiphene wells 100;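 active means mean lysis activity across replicates of at least 80%, whatever share of replicates individually reach that level; inactive means mean lysis activity below 80%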
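Test system: log-phase Cryptococcus neoformans yeast cells. Input: 5 × 10^6 yeast cells/mL. Medium: fresh YPD growth medium. Doses: single dose. Incubation: static 4 h at 37 °C with compound, 1 h detection. Measured by: luminescent adenylate kinase detection reagent. Read-out: signal increase indicating cell lysis. Benchmarks: Clomiphene.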
LGR2 inh: blocks bursicon-induced cAMP signaling via Drosophila LGR2 | HEK293 LGR2, CRE-luciferase, bursicon-stimulated, 4 h | AID 720647 | 380,000 tested, 0.35% active | inhibition, % at 9.99 µM;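 active means drop in luminescence signal, shown as inhibition above about 50% in the replicate tests, limit read from the data, passing the limit was not always enough; inconclusive means probably only some replicates passing the limit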;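 further: agonist challenge used bursicon conditioned medium at about half maximal strength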
* = called active by the depositor; ? = inconclusive; . = no result given; & = joins results of further samples; [ ] = another dose, or the depositor's remark.

mol	FN deposit inh	EWS-Fli block	CASP6 VEID inh	PGC1a acetyl inh	LGR2 inh	PAX8 inh HTS	Cneo AK release	miR-122 sensor
COc1cccc(S(=O)(=O)N2CCCCN3[C@H](CO)[C@H](c4ccc(-c5ccncc5)cc4)[C@@H]3C2)c1	.	4.4	.	7.9	6.3	7.4	-0.8	9.2[16.7 µM]
Cn1c2c(c3ccccc31)CCN=C2c1ccccc1	6.2	5.1	-1.3	-5.4	0.4	-1.8	2.1	1.2
CNC(=S)Nc1cccc(C(C)=O)c1	-19.9	1.1	-3.0	5.3	6.1	11.4	.	.
Cc1ccc(N2CCN(/N=C/c3ccccc3)CC2)cc1	-7.6	-15.5	-0.9	3.7	.	-21.6	1.0	-4.1
COc1ccc(Cn2c(=O)[nH]c3cc(C(=O)Nc4ccccc4C)ccc32)cc1	6.2	16.1	1.6	.	13.5	-1.6	3.5	.
COc1ccc(-c2nnn(CC(=O)N(C3CCCC3)C(C)C(=O)NC3CCCC3)n2)cc1OC (centres undefined)	0.2	.	.	1.3	.	.	1.1	7.5
COc1ccc(CCNC(=O)Nc2cccc([N+](=O)[O-])c2)cc1	-15.0	-9.3	4.5	-3.0	-16.3	-5.1	0.4	2.8
Cc1ccc(S(=O)(=O)Nc2ccc3c(c2)C(=O)N([C@@H](C)CO)C[C@H](C)[C@@H](CN(C)C(=O)C2CCCCC2)OCCCC[C@@H](C)O3)cc1	5.4	12.3	-0.6	-2.5	-1.8	41.2	3.2	-3.7[16.7 µM]
Cc1cc(OCC(=O)NC(Cc2ccc(Cl)cc2)C(=O)O)c2c(C)c(C)c(=O)oc2c1 (centres undefined)	.	2.9	-0.2	-4.1	.	.	-3.3	0.3
COc1cccc(S(=O)(=O)N2CCCCN3[C@H](C2)[C@H](c2ccc(C#CC4CC4)cc2)[C@@H]3CO)c1	.	12.6	.	-0.4	-8.9	49.9	-2.4	13.7[16.7 µM]
CC(C)NC(=O)NC(=O)COC(=O)c1cccc(OC(F)F)c1	-8.4	2.7	-0.3	1.1	-2.9	-10.4	.	.
CN1N=C2c3ccccc3CCC2C1c1ccc(F)cc1 (centres undefined)	9.1	-71.2	-3.0	8.0	-73.4	0.4	-1.0	5.9
CCC(C)c1ccc(OCC(=O)O)cc1 (centres undefined)	9.3	.	.	-3.2	.	5.2	1.7	-2.5
COc1ccc(CN2C(=O)[C@@H]3[C@H]4C(=O)O[C@H](c5ccccc5)[C@@H](C)N(C)C(=O)CC/C=C/[C@H]4O[C@@]34C=CCN(Cc3ccccc3)C(=O)[C@@H]24)cc1	.	13.0&-6.5	-1.5&-3.9	12.9&0.1	.	19.0&-2.5	-15.8&-8.4	.
O=C1CC(NS(=O)(=O)c2cccnc2)CN1c1cccc(F)c1 (centres undefined)	0.4	4.2	2.5	10.0	-6.1	7.5	.	-4.6
COc1ccc(CC(=O)N2CCN(c3ccccc3OC)CC2)cc1OC	0.7	7.6	-2.5	-6.7	-4.2	1.5	-2.1	-7.7
C[C@@H](NC(=O)C[C@H]1C[C@@H]2c3cc(NC(=O)NC4CCCC4)ccc3O[C@@H]2[C@@H](CO)O1)c1ccccc1	9.0	-4.9	-2.6	4.0	-8.9	10.5	2.7	2.7[16.7 µM]
Cn1c(=O)[nH]c(=O)c2c1nc(NCc1ccco1)n2CCCc1ccccc1	2.5	.	.	-7.2	.	.	-2.1&-2.4	-7.6
COc1cc2c(cc1OC)CN(Cc1cc(=O)oc3cc(C)c(C)cc13)CC2	0.0	.	.	.	-8.7	4.6	.	-9.4
COc1cc2cc(CCO)oc(=O)c2cc1OC	4.4	-16.9	-1.7	-3.0	-2.6	-8.3	2.7	-1.9
COc1ccc(OC2CCN(S(=O)(=O)c3ccc(OC)c(OC)c3)CC2)cc1	-21.9	15.2	-0.7	-15.7	-4.4	0.0	0.3	32.8
COc1ccc(NC(=O)Cc2ccc(Cl)cc2)cc1S(=O)(=O)N1CCCCC1	0.3	9.5	-0.6	-2.5	8.9	21.2	-4.3	43.5
COc1ccc(NC(=O)N2CCc3ccccc32)cc1	.	.	.	1.2	-3.7	.	-7.1	1.9
C[C@@H]1CN([C@H](C)CO)C(=O)CCCn2cc(nn2)CO[C@@H]1CN(C)C(=O)Nc1cccc(C(F)(F)F)c1	-4.9	-2.8	.	-8.1	2.5	9.6	.	0.6[16.7 µM]
COc1ccccc1CNC(=O)C[C@H]1CC[C@@H]2[C@H](COC[C@H](O)CN2Cc2ccccc2)O1	-1.0	.	-2.0	1.5	1.1	.	-1.1	3.0[16.7 µM]
COC(=O)C1=C(C)N(C)C(=NCc2ccccc2C(F)(F)F)NC1c1cccc(F)c1 (centres undefined)	-8.1	-10.4	-3.9	.	-9.2	-12.4	.	.
Cc1nn(C)cc1C(=O)Nc1ccccc1Br	11.2	-20.1	0.7	.	1.5	-17.2	.	.
Cn1cc([N+](=O)[O-])c(C(=O)N/N=C/c2cc3c(cc2Br)OCO3)n1	5.9	-16.5	2.3	0.4	7.3	7.0	1.3	-14.8
C[C@H]1CN([C@@H](C)CO)C(=O)c2cc(C#Cc3ccccc3F)cnc2O[C@@H]1CN(C)C(=O)C1CCCCC1	.	18.2	1.0	2.6	4.7	6.3	4.6	-31.4[16.7 µM]
COc1cc([C@H]2[C@@H]3CCCC[C@]3(O)CCN2CC(=O)Nc2ccc(C)cc2C)ccc1O	18.7	.	.	15.7	.	-1.7	-1.8	5.2
CN(C)c1ccc(C(C(=O)NCC2CCCO2)N(C(=O)c2snc(C(N)=O)c2N)c2ccc3c(c2)OCO3)cc1 (centres undefined)	-15.7	-9.3	1.4	.	-0.3	-24.2	0.9	.
O=C(NCCNC1CCC(c2ccccc2)CC1)c1cccs1 (centres undefined)	-3.1	17.1	3.3	-11.8	-8.9	1.5	.	.
COc1ccc(N(C)S(=O)(=O)c2cccc3nsnc23)cc1	0.0	-5.6	-4.2	.	20.1	-5.3	.	.
CO[C@@H]1CN(C)C(=O)c2ccc(NC(=O)C3CCOCC3)cc2OC[C@@H](C)N(Cc2nccs2)C[C@H]1C	0.2	3.8	-1.1	14.5	33.2	.	8.3	.
C=CC[C@H](CC(=O)OC(C)(C)C)C(=O)OC[C@@H]1CCCN1C(=O)[C@@H](CC=C)CC(=O)NCCO	-3.2	7.2	-2.6	.	2.6	-1.7	0.5	4.3
Cc1ccc(C(=O)Nc2ccc3c(c2)CCC3)cc1	-4.8	58.9*	-4.3	-2.1	?	9.9	.	5.4
NCCCC[C@H]1CNC(=S)N1CCc1cccc(F)c1	-1.9	-7.0	-46.4	-14.1	11.2	-18.4	6.1	4.4
CCOc1cc(C(=O)OCC(=O)Nc2cc(C)on2)ccc1OCC(C)C	-10.8	1.5	-0.5	.	.	26.6	.	.
COc1cc(C(=O)NCC(c2ccccc2)N(C)C)ccc1OCC(=O)N1CCOCC1 (centres undefined)	-0.8	-43.6	-2.7	.	22.5	0.7	.	.
C[C@H](NC(=O)c1ccco1)C(=O)NNC(=O)COc1cccc(C(F)(F)F)c1	-0.5	0.9	-0.2	5.0	-2.4	28.5	-3.0	-6.6
CNc1nc(-c2ccc3c(c2)CCN3C(=O)c2ccccc2C)cs1	-16.5	-119.0	9.5	8.0	-9.1	-181.2	.	.
C[C@@H]1CN([C@H](C)CO)C(=O)c2cc(N(C)C)ccc2O[C@@H](C)CCCCO[C@@H]1CN(C)C(=O)Nc1ccc(C(F)(F)F)cc1	.	-8.4	-2.3	-1.1	13.2	?	2.8	-8.8[16.7 µM]
O=C(Cc1n[nH]c(=O)c2ccccc12)N1CCN(c2ccc(F)cc2)CC1	7.5	3.4	-1.7	6.7	7.9	13.5	.	.
CCCCC(=O)Nc1cc(OC)c(NC(=O)C2CCCCC2)cc1OC	-8.5	.	.	5.9	.	4.2	-1.5	-1.8
CSCC[C@H](N)C(=O)N1CCC(C(=O)N[C@@H](Cc2c[nH]c3ccccc23)C(=O)O)CC1	2.7	4.0	-17.3	4.3	-9.2	9.2	1.7	2.8
CC12CCC(C(=O)Nc3c(Cl)cccc3Cl)(C(Br)C1=O)C2(C)C (centres undefined)	-6.0	-18.4	1.0	.	-7.0	-0.6	.	.
OC[C@@H]1CC[C@@H]2O[C@H](CCc3ccc(-c4ccccc4)cc3)[C@H](n3cc(-c4ccccc4)nn3)C[C@@H]2O1	.	3.9	-0.1	4.6	.	9.5	.	.
O=C(O)Cn1c(Cc2ccccc2)nc2ccccc21	-2.6	2.2	2.5	-7.2	4.3	21.8	-1.7	12.8
O=C(NC1CCCCC1)C1c2ccccc2C(=O)N1Cc1ccc2c(c1)OCO2 (centres undefined)	4.7	14.1	0.7	.	11.1	-4.2	.	.
CCCc1nc2ccccc2c(C(=O)OCC(=O)Nc2c(C)n(C)n(-c3ccccc3)c2=O)c1CC	7.1	.	.	-0.2	7.9	15.8	4.0	-6.3
Cc1ccc(S(=O)(=O)N(C)C[C@H]2Oc3ccc(NC(=O)Nc4cccc5ccccc45)cc3C(=O)N([C@@H](C)CO)C[C@@H]2C)cc1	.	-1.6	.	2.0	2.4	8.2	.	-6.4[16.7 µM]
Cc1ccc(N2CC(C(=O)NC(C)CCc3ccccc3)CC2=O)cc1 (centres undefined)	.	-0.8	-1.6	.	-7.9	7.2	2.9	.
CCn1c(N)cc(=O)[nH]c1=S	-2.9	10.1	-1.1	.	5.0	13.7	.	.
CO[C@H]1CN(C)C(=O)c2cc(NC(C)=O)ccc2OC[C@@H](C)N(Cc2ccccn2)C[C@H]1C	-10.0	-11.7	-0.8	-4.5	14.4	.	5.5	2.9[16.7 µM]
CO[C@H]1CN(C)C(=O)c2ccc(NC(=O)C3CC3)cc2OC[C@H](C)N(C(=O)CN2CCOCC2)C[C@@H]1C	2.6	-4.5	-4.1	-6.5	-15.8	-6.1	-3.8	.
Cc1cc(CN(C)C(=O)CC2C(=O)NCCN2Cc2ccc(F)c(F)c2)on1 (centres undefined)	.	5.1	-1.4	4.5	-0.6	6.9	0.0	-0.1
O=C(Nc1ccc(Cc2ccc(NC(=O)N3CCOCC3)cc2)cc1)N1CCOCC1	2.3	.	.	0.9	.	.	-1.4	-0.3
CCCOc1cccc(C(=O)Nc2ccc(Br)cc2F)c1	.	.	.	-0.3	-22.1	.	16.9	-0.9
COc1ccccc1C#Cc1ccc2c(c1)O[C@@H](CN(C)C(C)=O)[C@@H](C)CN([C@H](C)CO)S2(=O)=O	11.7	5.6	1.8	-9.5	15.1	.	98.7*	20.0[16.7 µM]
O=C1ON=C(c2ccccc2)/C1=C/c1ccc(-c2ccccc2[N+](=O)[O-])o1	-1.1	.	.	0.3	-1.7	19.7	-3.0	6.7

Assay outcomes from PubChem.
